# From PubChem BioAssay
# Bcl-B TR3 displacers = displacers of TR3 peptide from Bcl-B, primary screen, selectivity assay for Bfl-1 inhibitor project, biochemical, fluorescence polarization | displacement, % at 20 µM, or IC50 in µM where a hit was titrated | FP displacement of FITC-TR3 peptide from Bcl-B; higher % means a stronger effect | AID 748 | actives 0.11% (n = 96,000);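 active means displacement above 50% at 20 µM plus a fluorescence interference ratio under 1.5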;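 further: plate controls were wells without compound for no effect and wells lacking Bcl-B protein for full effect; a part of the inactive calls stands beside numbers as strong as those of hits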
# MRP resist rev = MRP-mediated drug resistance reversal. differential viability (reversal), % at 10 µM. AID 602. actives 0.04% (n = 85,000). H69AR cells + 2 uM doxorubicin, CellTiter-Glo, 72 h;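 active means viability drop by adding the cancer drug above about 55%, with treated viability meeting a 40% cutoff, limit read from the data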;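 further: viability without doxorubicin minus viability with 2 µM doxorubicin for each compound; larger differential means the compound sensitizes cells more to doxorubicin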
# NFkB transloc inh = blocks IL-1B driven NFkB nuclear translocation in HUVEC cells. HUVEC IL-1B NFkB p65 nuclear translocation imaging. inhibition, % at 2 µM. actives 0.43% (n = 94,000);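 active means inhibition above about 30% together with a positive call from visual inspection of the well image, limit read from the data; inconclusive means inhibition above a set limit but visual check negative; inactive means inhibition not above a set limit, visual check negative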;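 further: nuclear over cytoplasmic p65 intensity ratio measured by imaging; 0% = IL-1B stimulated DMSO wells and 100% = unstimulated DMSO wells; values of inactives mirror those of a sister screen read the other way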
# PLAP inhibition = inhibition of human placental alkaline phosphatase – biochemical, luminescence, HTS (AID 690); purified PLAP, luminescent substrate; higher % means a stronger effect; inhibition, % at 20 µM, or IC50 in µM where a hit was titrated; actives 0.08% (n = 96,000); in the data active means a potency from the dose series; inactive means the rest, 99 in 100 with inhibition below about 30%; further: strong numbers were not always called active
# IL1B NFkB pot = enhances IL-1B driven NFkB nuclear translocation. HUVEC IL-1B NFkB p65 nuclear translocation imaging. activation, % at 2 µM. actives 0.3% (n = 94,000). AID 819;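 active means activation above 40%, about the mean plus 3 SD, also judged a hit on visual image review; inconclusive means activation above 40% but not a hit on visual review; inactive means activation not above 40% and no visual hit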;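 further: percent activation is computed from the nuclear over cytoplasmic p65 intensity ratio; values of inactives mirror those of a sister screen read the other way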
# MRP resist rev cytotoxicity = recorded beside MRP resist rev, whose call it bears; viability, %; H69AR cells, CellTiter-Glo, 72 h; measured here: cytotoxicity without doxorubicin
# MRP resist rev with doxorubicin = second read-out of MRP resist rev, no call of its own (marks repeat the call); viability, %; measured here: viability with 2 uM doxorubicin; stronger effect = lower value
# NFkB transloc inh cell count 2 µM = further read-out of NFkB transloc inh, marked with its call; cell count; measured here: cells passing quality filter;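 raw number of nuclei counted in each imaged well without normalization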
# IL1B NFkB pot cell count 2 µM = also measured in IL1B NFkB pot; calls as there; cell count; measured here: cells passing quality filter
# * = called active by the depositor; ? = inconclusive; nt = not tested or not shown. An excerpt. The share of hits here may be higher or lower than overall.
SMILES,Bcl-B TR3 displacers,MRP resist rev,MRP resist rev cytotoxicity,MRP resist rev with doxorubicin,NFkB transloc inh,NFkB transloc inh cell count 2 µM,PLAP inhibition,IL1B NFkB pot,IL1B NFkB pot cell count 2 µM
Cc1cccc(OCCNC(=O)c2cc(-n3cnnc3)ccc2Cl)c1,0%,nt,nt,nt,-82,141,-10%,?,nt
Cc1ccccc1-n1c(SC(C)C(N)=O)nnc1-c1cccnc1 (configuration not stated),-7%,5,92,87,5,187,15%,-5,187
CSc1ccc(S(=O)(=O)Nc2ccc(F)cc2)cc1,1%,13,94,81,-18,132,-14%,18,132
N#Cc1c(-c2ccco2)cc(-c2cccnc2)nc1N,-12%,-7,47,54,-10,100,24%,9,100
CCOC(=O)N1CCN(C(=O)CSc2ncnc3ccccc23)CC1,-4%,2,87,85,0,57,-32%,0,57
O=S(=O)(NCCOc1ccccc1)c1ccc2ccccc2c1,-9%,nt,nt,nt,0,143,14%,1,143
Cc1cccc(OCc2nnc(SCC(=O)Nc3ccc(C)c(Cl)c3)o2)c1,10%,nt,nt,nt,15,179,-2%,-15,179
O=C(c1cnccn1)N1CCN(S(=O)(=O)c2ccc3ccccc3c2)CC1,-10%,13,93,81,-10,154,-71%,10,154
O=C(Nc1ccccc1F)c1cc(S(=O)(=O)N2CCCCC2)cs1,6%,nt,nt,nt,7,128,-1%,-7,128
CCN(CC)CCN1C(=O)c2ccccc2NC1c1cccc(F)c1 (configuration not stated),2%,0,84,84,-4,98,-2%,4,98
O=C(c1ccco1)N1CCN(C(=O)c2cc(-c3ccncc3)nc3ccc(Br)cc23)CC1,nt,-16,39,54,-10,152,nt,10,152
CCC(C)(C)n1nnnc1C(c1ccc(C)cc1)N1CCSCC1 (configuration not stated),-15%,5,89,84,-16,194,-5%,16,194
Cn1c(COc2nnc(-c3ccc(Cl)cc3)c3ccccc23)nc2ccccc21,-5%,nt,nt,nt,3,169,-7%,10,142
O=C(c1ccccc1)c1cccn1CC(=O)N1CCN(c2ccccc2)CC1,-2%,1,97,96,-28,159,-24%,28,159
CCCCCSc1nc2c(c(=O)[nH]c(=O)n2C)n1C(C)C,2%,nt,nt,nt,16,32,2%,-16,32
COc1ccc(NC(=O)CSc2nnc(CNC(=O)c3ccco3)n2-c2ccccc2OC)cc1,0%,-5,95,99,-10,161,-4%,10,161
CCc1ccc(NC(=O)N(CCOC)C2CCN(C(C)=O)CC2)cc1,-1%,-9,82,92,-5,166,1%,5,166
Cc1ccnc(NC(=O)Nc2cccc(F)c2)c1,-11%,4,87,84,-1,95,18%,1,95
CCOC(=O)N1CCC2(CC1)C(C#N)=C(N)OC1=C2C(=O)CC(C)(C)C1,-10%,6,102,96,-15,96,2%,15,96
Nc1c(C(=O)NCc2ccco2)nnn1Cc1ccccc1,-6%,3,99,96,-13,68,20%,13,68
COc1cccc(NC(=O)COC(=O)c2cccnc2)c1,1%,5,99,94,-4,172,-11%,4,172
Cc1nc2cc(NC(=O)N3c4ccccc4CC3C)ccc2o1 (configuration not stated),-4%,-4,82,86,-1,148,-22%,1,148
Cc1sc2nc(CN3CCOCC3)nc(N3CCOCC3)c2c1C,-2%,7,96,89,-12,150,-24%,12,150
O=C(CSc1nnc(-c2ccc(S(=O)(=O)N3CCCC3)cc2)o1)NCc1ccccc1,nt,-22,49,71,-8,103,nt,8,103
CSc1n[nH]c(NC(C)=O)n1,18%,nt,nt,nt,8,139,3%,-8,139
Cc1ccc2nc3sc(-c4nnc(-c5ccccc5[N+](=O)[O-])o4)c(N)c3cc2c1,nt,nt,nt,nt,-10,141,-13%,10,141
CCCN1CCN(C(=O)Nc2ccc(C(=O)OCC)cc2)CC1,-3%,-8,90,98,-7,120,-40%,7,120
O=C(O)c1ccc2c(c1)C(=O)N(Cc1ccccc1)C2=O,6%,nt,nt,nt,-11,142,-6%,11,142
COc1ccc(C(=S)N2CCNCC2)cc1,-2%,-9,82,91,-2,151,21%,2,151
O=C(CSc1nnc(-c2cccs2)o1)c1cccs1,13%,nt,nt,nt,-2,124,-5%,2,124

# By substructure: the compounds so far containing a cyano group.
SMILES,Bcl-B TR3 displacers,MRP resist rev,MRP resist rev cytotoxicity,MRP resist rev with doxorubicin,NFkB transloc inh,NFkB transloc inh cell count 2 µM,PLAP inhibition,IL1B NFkB pot,IL1B NFkB pot cell count 2 µM
N#Cc1c(-c2ccco2)cc(-c2cccnc2)nc1N,-12%,-7,47,54,-10,100,24%,9,100
CCOC(=O)N1CCC2(CC1)C(C#N)=C(N)OC1=C2C(=O)CC(C)(C)C1,-10%,6,102,96,-15,96,2%,15,96

# A draw from above in order of SMILES length, low to high.
SMILES,Bcl-B TR3 displacers,MRP resist rev,MRP resist rev cytotoxicity,MRP resist rev with doxorubicin,NFkB transloc inh,NFkB transloc inh cell count 2 µM,PLAP inhibition,IL1B NFkB pot,IL1B NFkB pot cell count 2 µM
CSc1n[nH]c(NC(C)=O)n1,18%,nt,nt,nt,8,139,3%,-8,139
Cc1ccnc(NC(=O)Nc2cccc(F)c2)c1,-11%,4,87,84,-1,95,18%,1,95
COc1cccc(NC(=O)COC(=O)c2cccnc2)c1,1%,5,99,94,-4,172,-11%,4,172
O=C(CSc1nnc(-c2ccc(S(=O)(=O)N3CCCC3)cc2)o1)NCc1ccccc1,nt,-22,49,71,-8,103,nt,8,103
COc1ccc(NC(=O)CSc2nnc(CNC(=O)c3ccco3)n2-c2ccccc2OC)cc1,0%,-5,95,99,-10,161,-4%,10,161

# Other records follow:
SMILES,Bcl-B TR3 displacers,MRP resist rev,MRP resist rev cytotoxicity,MRP resist rev with doxorubicin,NFkB transloc inh,NFkB transloc inh cell count 2 µM,PLAP inhibition,IL1B NFkB pot,IL1B NFkB pot cell count 2 µM
COc1cc(OC)c(OC)cc1CNc1cc(C)ccc1OC,6%,-1,93,94,13,87,-34%,-13,87
Cc1noc(C)c1COC(=O)c1cc2ccccc2cc1O,-10%,nt,nt,nt,-11,162,18%,11,162
CN(C)S(=O)(=O)NC(c1ccccc1)c1ccccc1,-4%,3,98,95,14,130,20%,-14,130
Cc1nnc(SCc2ccc3c(c2)OCO3)s1,6%,8,106,98,-3,192,15%,3,192
COc1cc2c(cc1O)CCN(C(=O)c1ccco1)C2C (configuration not stated),-3%,4,97,94,4,126,7%,-4,126
Nc1nnc(SCCN2C(=O)c3ccccc3S2(=O)=O)s1,-10%,17,105,88,-18,136,33%,18,136
CC(C)(C)NC(=O)Nc1ccc2nccnc2c1,-6%,-5,70,74,1,129,-14%,-1,129
CCOC(=O)c1ccc(NC(=O)C2CCCN(S(=O)(=O)c3cnc[nH]3)C2)cc1 (configuration not stated),10%,14,90,76,-4,147,-51%,4,147
O=C(O)CC(c1ccc(Cl)cc1)N1C(=O)CCC1=O (configuration not stated),-8%,0,94,94,4,86,-2%,-4,86
COc1ccc(C2=NO[C@@H]3C(=O)N(c4ccc(C)cc4C)C(=O)[C@H]23)cc1OC,-11%,-11,82,92,-2,86,28%,2,86
COc1ccc(-c2nc(CSCC(=O)NCc3ccco3)c(C)o2)cc1,-2%,nt,nt,nt,0,88,-17%,2,88
CN1C(=O)CC(N2CCN(C(=O)CN3CCCC3)CC2)C1=O (configuration not stated),3%,11,106,95,nt,nt,13%,nt,nt
CCCOc1ccc(N2CC(C(=O)Nc3ccc4c(c3)OCO4)CC2=O)cc1 (configuration not stated),nt,-2,87,89,-4,78,nt,4,78
COc1ccc(OC)c(S(=O)(=O)N2CCC(C(=O)NC(C)c3ccccc3)CC2)c1 (configuration not stated),13%,-15,66,80,8,112,-22%,-8,112
O=S(=O)(Nc1nc2ccccc2[nH]1)c1ccc(Cl)cc1,4%,4,90,85,-12,114,3%,12,114
O=C(Cn1cc(C(=O)C2CC2)c2ccccc21)NCc1ccc2c(c1)OCO2,3%,10,96,86,-17,178,-9%,17,178
CCN(CC)c1ccc(NC(=O)c2cc3ccccc3o2)c(C)c1,-8%,6,87,81,-2,170,-12%,2,170
Cc1ccc(-c2nc3ncccn3c2Nc2ccc3c(c2)OCCO3)cc1,8%,-8,83,91,-19,182,18%,19,182
Cc1ccc(C)c(NC(=O)C2CC3c4ccccc4C2c2ccccc23)c1 (configuration not stated),-6%,nt,nt,nt,-3,148,14%,3,148
CCSc1nc(N2CCOCC2)c2c(c1C#N)CCCC2,-6%,0,62,62,24,143,14%,-24,143
CCc1ccc(-c2cc(C(=O)NCc3ccco3)c3ccccc3n2)s1,-129%,nt,nt,nt,-11,171,-17%,11,171
Cc1ccc(/C=C2\Sc3ccccc3C2=O)s1,-11%,nt,nt,nt,0,131,41%,0,131
O=[N+]([O-])c1cc(C(F)(F)F)ccc1N1CCN(S(=O)(=O)c2ccc3ccccc3c2)CC1,-2%,nt,nt,nt,1,121,24%,-1,121
Cc1nc2sccn2c1-c1csc(NCc2ccccc2)n1,-6%,19,81,62,-15,75,-8%,15,75
CC(=O)N/C(=C/c1ccc(Cl)cc1)C(=O)NCCc1c[nH]c2ccccc12,-5%,nt,nt,nt,-3,152,-4%,3,152
CC(C)(C)NC(=O)c1ccc(COCC(F)(F)F)o1,-3%,5,98,93,0,120,-4%,0,120
O=C(O)CCCC(=O)Nc1cccc(-c2nc3ccccc3[nH]2)c1,-4%,-6,101,107,5,169,-10%,-5,169
Cc1cc(C)n(CCn2nc(C)cc2C)n1,-2%,1,103,102,-14,209,-14%,14,209
CC(C)CCC(C(=O)O)C(C)CC(=O)NC1CCCCC1 (configuration not stated),-8%,nt,nt,nt,-5,147,-6%,5,147
CCOCCCn1c(=NC(=O)c2ccc(OC)c(OC)c2)c(C#N)cc2c(=O)n3cccc(C)c3nc21,-33%,13,61,48,-3,201,7%,3,201
O=C(NC1CCCCCC1)C1c2ccccc2C(=O)N1Cc1ccco1 (configuration not stated),-10%,15,84,68,-22,177,13%,22,177
CSc1sc(C(=O)O)c(C)c1C(C)=O,-6%,nt,nt,nt,-4,153,-17%,4,153
CCn1cnc2cc(NCc3ccc(OC)cc3)ccc21,-8%,-2,90,93,-2,168,-2%,2,168
COc1cc2c(cc1OC)-c1cc(OCc3cccnc3)nc(=O)n1CC2,-10%,11,87,76,-18,103,6%,18,103
CC1=C(C#N)C(c2cccnc2)C2=C(CCCC2=O)N1 (configuration not stated),nt,16,94,78,-3,101,nt,3,101
O=C(CSc1ccc2nnc(-c3cccc(F)c3)n2n1)NCC1CCCO1 (configuration not stated),-3%,-5,67,72,21,102,-9%,-21,102
Nc1nnc(-c2ccc(F)cc2)s1,3%,nt,nt,nt,-6,119,6%,6,119
COC(=O)CSc1nnc(CNc2ccc(OC)cc2)n1C,-7%,17,91,75,-14,107,4%,13,107
CCN(CC)S(=O)(=O)c1ccc(S(=O)(=O)Nc2ccc(C(=O)N3CCCC3)cc2)cc1,-7%,-6,87,93,-34,192,-26%,34,192

# Looked up by structure from the list above (3):
SMILES,Bcl-B TR3 displacers,MRP resist rev,MRP resist rev cytotoxicity,MRP resist rev with doxorubicin,NFkB transloc inh,NFkB transloc inh cell count 2 µM,PLAP inhibition,IL1B NFkB pot,IL1B NFkB pot cell count 2 µM
Nc1nnc(-c2ccc(F)cc2)s1,3%,nt,nt,nt,-6,119,6%,6,119
CCN(CC)S(=O)(=O)c1ccc(S(=O)(=O)Nc2ccc(C(=O)N3CCCC3)cc2)cc1,-7%,-6,87,93,-34,192,-26%,34,192
COC(=O)CSc1nnc(CNc2ccc(OC)cc2)n1C,-7%,17,91,75,-14,107,4%,13,107
